SENP6 inh: blocks the human protease SENP6 | AID 2599 | Recombinant SENP6 catalytic domain, aminoluciferin luminescence | inhibition, % at 10 µM | actives 1.8% (n = 330,000) | Q9GZR1;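 active means inhibition above about 50% at the single tested dose, limit read from the data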;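 further: plate controls were DMSO wells with enzyme for no effect and DMSO wells lacking enzyme for full effect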
ATG4B inh: ATG4B (human) cysteine protease inhibition; actives 0.51% (n = 340,000); AID 504462; ATG4B cleavage of LC3-PLA2, NBD-HPC fluorescence, 1 h; inhibition, % at 8.33 µM; in the data active means inhibition above about 40%
PfG6PD inh: PfG6PD (Plasmodium falciparum) enzyme inhibition; PfGluPho enzyme, NADPH resazurin-diaphorase fluorescence; inhibition, % at 20 µM; actives 0.78% (n = 350,000);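 active means inhibition reaching at least a set limit at 20 µM in the primary screen, cut at about 59% in these data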;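 further: 0% = DMSO wells with substrate and 100% = DMSO wells lacking glucose-6-phosphate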
GRIN3A LBD mod: NR3A (human) ligand-binding domain modulation; NR3A LBD differential scanning fluorimetry, Tm shift; 0% = protein alone, 100% = glycine-bound protein; Tm shift relative to glycine control, % at 25 µM; actives 2.5% (n = 340,000); AID 1259313;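 active means melting temperature shift of at least 10% of the positive control shift, at one fixed dose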
MPTP block: permeability transition pore inhibition. inhibition, % at 10 µM. actives 1.4% (n = 360,000). isolated mouse mitochondria, Ca2+ swelling absorbance, 30 min;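 active means inhibition of 50% or more, scaled per plate between neutral and stimulator controls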;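 further: 0% = DMSO wells given calcium and 100% = 1 mM EGTA wells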
SENP1 FRET inh: inhibitors of human SENP1 SUMO protease catalytic domain; Q9P0U3; recombinant SENP1 catalytic domain, CyPet-SUMO1-YPet FRET cleavage; inhibition, % at 10 µM; actives 0.21% (n = 360,000); AID 624204;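 active means inhibition at least 30% at 10 µM, raw YFP signal under a set limit, fluorescence ratio 0.5 to 1.5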;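 further: 0% = enzyme with DMSO and 100% = no enzyme wells; some results filed as inactive read as strong as hits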
Target sequence (Q9P0U3 419-644 limits assumed): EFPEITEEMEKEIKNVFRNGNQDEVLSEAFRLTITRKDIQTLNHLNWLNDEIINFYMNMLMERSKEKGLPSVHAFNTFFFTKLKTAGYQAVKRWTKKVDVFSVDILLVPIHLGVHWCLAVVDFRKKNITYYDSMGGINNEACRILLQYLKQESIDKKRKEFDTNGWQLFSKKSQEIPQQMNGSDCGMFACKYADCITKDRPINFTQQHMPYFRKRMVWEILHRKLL
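Test system: human SENP1 catalytic domain; medium: Tris pH 8 buffer plus EDTA, NaCl, BME, BSA, NP40, catalase; incubation: 50 min reaction at room temperature; technique: FRET, CFP and YFP emission; controls: no-enzyme low control and enzyme-plus-DMSO high control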
hIAP act: human IAP activation; P09923; purified human IAP, CDP-Star luminescence, 30 min; active compounds read high; 1 = vehicle-only enzyme, 0 = enzyme-free background; activation factor at 10 µM; actives 0.16% (n = 330,000);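 active means activation factor of the enzyme at least 2-fold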; further: the source names both 10 and 20 µM as test concentration; values of inactives mirror those of a sister screen read the other way
Target sequence (P09923 whole entry, looked up): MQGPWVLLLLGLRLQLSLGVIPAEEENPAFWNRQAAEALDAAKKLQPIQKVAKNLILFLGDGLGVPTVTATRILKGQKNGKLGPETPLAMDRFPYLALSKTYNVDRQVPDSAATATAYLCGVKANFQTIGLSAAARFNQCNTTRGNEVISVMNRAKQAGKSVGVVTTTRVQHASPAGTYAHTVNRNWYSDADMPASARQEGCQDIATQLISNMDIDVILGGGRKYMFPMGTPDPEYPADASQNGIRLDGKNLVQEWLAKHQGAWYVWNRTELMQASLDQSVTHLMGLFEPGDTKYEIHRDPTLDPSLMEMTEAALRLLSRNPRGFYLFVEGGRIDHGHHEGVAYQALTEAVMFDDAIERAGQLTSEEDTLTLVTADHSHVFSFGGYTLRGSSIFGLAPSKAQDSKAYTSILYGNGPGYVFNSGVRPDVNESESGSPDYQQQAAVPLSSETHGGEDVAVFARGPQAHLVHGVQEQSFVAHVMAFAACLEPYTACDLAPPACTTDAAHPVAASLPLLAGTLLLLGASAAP
SENP8 block: SENP8 (human) protease inhibition. Q96LD8. recombinant SENP8, Nedd8 substrate fluorescence. inhibition, % at 20 µM. actives 0.64% (n = 360,000); in the data active means inhibition mostly above about 40%, no sharp cut-off; inactive means mostly below about 27%
Target sequence (Q96LD8 whole entry, looked up): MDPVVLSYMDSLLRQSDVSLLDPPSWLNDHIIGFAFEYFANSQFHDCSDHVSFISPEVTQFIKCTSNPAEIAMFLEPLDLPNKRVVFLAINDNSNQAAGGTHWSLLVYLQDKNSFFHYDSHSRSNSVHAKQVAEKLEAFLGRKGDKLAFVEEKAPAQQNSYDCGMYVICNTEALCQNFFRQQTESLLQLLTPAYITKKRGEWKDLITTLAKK
* marks the source's active call; other numbers are inactive results; i = inactive; / = not tested or not shown.

The opening 4 compounds, to show the layout:
Compound	SENP6 inh	ATG4B inh	PfG6PD inh	GRIN3A LBD mod	MPTP block	SENP1 FRET inh	hIAP act	SENP8 block
C#CCn1c(=NC(=O)c2ccc(Cl)s2)sc2cccc(OC)c21	-6	-4	-9	-5	0.8	-70	0.88	-461
Cc1noc(C)c1COC(=O)c1ccc(-c2nc3ccccc3s2)s1	29	9	1	21*	-6.5	-9	1	i
COC(=O)c1cc(C)nc2c1c(C)nn2-c1ccccc1	-10	-1	-5	0	-0.4	-2	0.96	-180
Cc1nc(NCCc2ccccc2)c2oc3ccccc3c2n1	-4	7	6	-1	97*	3	0.88	-6

Main list, from the start:
Compound	SENP6 inh	ATG4B inh	PfG6PD inh	GRIN3A LBD mod	MPTP block	SENP1 FRET inh	hIAP act	SENP8 block
C#CCn1c(=NC(=O)c2ccc(Cl)s2)sc2cccc(OC)c21	-6	-4	-9	-5	0.8	-70	0.88	-461
Cc1noc(C)c1COC(=O)c1ccc(-c2nc3ccccc3s2)s1	29	9	1	21*	-6.5	-9	1	i
COC(=O)c1cc(C)nc2c1c(C)nn2-c1ccccc1	-10	-1	-5	0	-0.4	-2	0.96	-180
Cc1nc(NCCc2ccccc2)c2oc3ccccc3c2n1	-4	7	6	-1	97*	3	0.88	-6
Cc1cc(C)nc(NC(=O)CCCC(=O)O)c1	-33	-2	-34	0	0.1	4	0.98	14
COc1ccc(S(=O)(=O)N2CCCCC2C(=O)O)cc1 (stereo not drawn)	-21	-2	9	4	24	1	0.95	12
COc1ccc(-c2oc3ccc(N4CCOCC4)cc3c2C#CCO)cc1	3	-15	10	-18	1.7	-5	0.98	-499
Cc1nn(CCC#N)c(NC(=O)c2ccc(Cl)cc2Cl)c1P(=O)(Nc1ccc([N+](=O)[O-])cc1)N1CCOCC1 (stereo not drawn)	-6	-4	-19	5	-3.6	4	0.89	16
c1ccc(SCc2nc3ccccc3[nH]2)cc1	21	13	-13	-3	0.3	-9	0.97	0
O=C(COC(=O)c1ccc(N2CCCC2=O)cc1)c1ccccc1	2	3	12	-1	0.0	-1	1	5
Brc1ccccc1OCCCN1CCOCC1	-19	-3	7	3	-2.0	0	1.2	12
CCOC(=O)C1CSC(CC(=O)Nc2ccc(OC(F)(F)F)cc2)C(=O)N1 (stereo not drawn)	9	-2	-13	4	1.0	2	0.98	4
Cc1cc(C(=O)CN2C(=O)CCC2=O)c(C)n1Cc1ccccc1	-10	12	-14	-3	-0.4	0	1	-1
O=C(O)c1cc([N+](=O)[O-])ccc1NCCCc1ccccc1	74*	9	1	-13	-2.6	-6	0.94	7
Cc1ccc2nc(Cl)c(C3CC(c4cccs4)=NN3C(=O)CCCC(=O)O)cc2c1 (stereo not drawn)	-6	-2	-33	-1	-0.3	0	0.91	-108
Cc1ccc2[nH]c(=O)c(CN(CCO)C(=O)N(C)C)cc2c1	11	-5	-7	1	-2.2	-1	0.99	-58
CCC(=O)Nc1nc(C)c(-c2csc(Nc3ccc(C(=O)O)cc3)n2)s1	17	5	26	2	-1.1	-6	1.1	-259
COc1cccc(NC(=O)CN(C)C(=O)CCc2nc3sc4c(c3c(=O)[nH]2)CCCC4)c1	-11	-9	6	2	-0.2	-17	1.2	-49
CC(C)(C)C(=O)Cn1c(NCCCO)nc2ccccc21	-3	-3	-6	-1	-4.7	4	1.1	19
CC(NC(=O)Cc1ccccc1)c1nc2ccccc2[nH]1 (stereo not drawn)	9	-4	-8	-4	-1.1	2	0.93	0
Cc1nn(-c2ccccc2)c(N2CCCC2)c1/C=N/NC(=O)c1cc(-c2ccccn2)nc2ccccc12	-11	15	9	-1	-0.9	3	0.93	12
CCCCC(CCC(=O)Nc1cccc([N+](=O)[O-])c1)C(=O)O (stereo not drawn)	-18	-1	-17	-1	1.6	1	1.1	31
O=C(Nc1ccn(CCCNCc2ccc3[nH]ccc3c2)c(=O)n1)OCc1ccccc1	/	-9	4	0	-0.6	0	/	2
COc1ccc(OC)c(C(=O)c2ccc(C(=O)Nc3cccc4ccccc34)cc2)c1	3	-12	-15	0	1.7	2	0.89	10
Cc1ccccc1C(N)=O	/	-4	5	2	-0.9	1	/	9
NC(=O)COc1ccc2cc(-c3ccccc3)c(=O)oc2c1	-8	-1	2	1	1.6	-25	1.2	-415
Cc1c[nH]c2cccc(OCC(CNC(C)(C)C)OC(=O)c3ccccc3)c12 (stereo not drawn)	-4	-12	9	-3	0.4	-3	0.82	23
O=C(CSc1nc(=O)n(CCN2CCOCC2)c2c1CCCC2)Nc1ccccc1Cl	/	/	-5	/	0.5	0	/	-3
O=c1c(Cl)c(NCc2ccccc2)cnn1C12CC3CC(CC(C3)C1)C2	-1	5	-6	-1	-1.5	1	0.85	20
O=C(/C=C/c1ccccc1Cl)Nc1ccc(-c2nnc3n2CCCCC3)cc1	4	4	-7	-4	0.4	1	0.99	17
NS(=O)(=O)c1cc2c(cc1Cl)NC(C1C[C@H]3C=C[C@@H]1C3)NS2(=O)=O (stereo partly drawn)	-10	0	13	0	-2.7	-2	0.94	9
COc1cccc(Nc2nn3c(=O)c4ccccc4nc3s2)c1	21	-5	6	23*	2.6	-7	1.1	-94
COc1cccc(-c2ncc3ccccc3c2COC(=O)c2ccco2)c1	-5	4	-3	0	-2.1	0	0.9	5
Nc1ccc2oc3ncccc3c(=O)c2c1	-7	-9	-8	0	30	2	0.94	8
COc1ccc(C)cc1NC(=S)NC(C)c1ccc(OC)c(OC)c1 (stereo not drawn)	-13	-2	-14	2	0.3	5	1.1	16
CN(C)c1ccc(NC(=O)c2sc(SCC(=O)Nc3ccc(Br)cc3)nc2N)cc1	-21	1	4	16*	1.8	-1	0.89	-5
O=C(C1CC(=O)N(C2CCCC2)C1)N1CCN(c2ccccc2)CC1 (stereo not drawn)	-2	-7	-3	0	-2.2	1	1	4
CCN(CC)CCNc1cc(C)nc2c1C(=O)C(=O)C=C2N1CCCCC1	31	-1	75*	3	2.8	4	0.76	56*
O=C(/C=C/Nc1ccc(F)cc1)c1ccc(Br)cc1	1	5	13	3	4.3	-25	1.1	-166
O=C(O)c1ccccc1NC(=O)C1CCN(S(=O)(=O)c2cccc3nsnc23)CC1	-2	-7	-15	1	-1.1	3	0.87	12
Cc1ccc(C(=O)Nc2ccc([N+](=O)[O-])cn2)o1	53*	4	-3	-6	-0.1	-2	0.99	17
O=C(CC(CC(=O)c1ccccc1)c1ccco1)c1ccccc1	/	/	-7	/	-0.5	2	/	17
N#C/C(=C\c1cn(CCOc2ccccc2)c2ccccc12)C(=O)NCc1cccs1	11	-3	-14	-5	0.6	-86	0.88	-46
Cc1noc(C)c1COc1ccccc1C(=O)N(C)Cc1ccco1	4	-8	-11	1	-2.3	-3	0.97	10
COc1ccc(C(CC(=O)NCc2ccccc2)C(C)C)cc1 (stereo not drawn)	-10	46*	-6	0	1.4	-3	1	24
Cc1cccnc1CCNCc1c(C(=O)N2C[C@@H](C)O[C@@H](C)C2)nc2ccc(Cl)cn12	-5	-2	-4	0	0.5	-4	1.2	0
COc1ccc(-c2cc(C(F)(F)F)nc(N3CCCCC3)n2)cc1OC	-7	-11	25	-11	4.1	0	1.1	-283
Cc1ccccc1-n1nc(-c2ccc(N)cc2)cc1N	-1	-2	0	-4	0.8	3	0.78	-8
Cc1ccc(C=Cc2ccccn2)cc1	/	/	25	/	1.1	-1	/	-20
CC1(C)Cc2c(cnn2-c2ccccc2)C(NC(=O)CCN2CCCC2=O)C1 (stereo not drawn)	18	12	5	2	1.2	2	1.3	2

More results follow.
Compound	SENP6 inh	ATG4B inh	PfG6PD inh	GRIN3A LBD mod	MPTP block	SENP1 FRET inh	hIAP act	SENP8 block
Cc1n[nH]c(C)c1C(=O)CC1(O)C(=O)N(Cc2ccccc2)c2ccc(Br)cc21 (stereo not drawn)	-19	-14	22	1	1.5	2	1.2	23
O=C1Nc2ccccc2C(O)(C(=O)NCc2ccco2)N1c1ccc(Cl)c(Cl)c1 (stereo not drawn)	2	6	-2	1	1.3	-8	0.83	2
COC(CNc1ncnc2c1cnn2C)OC	6	-3	8	0	0.0	3	0.98	10
CC(=O)NNc1nc(-c2ccccc2)c2cc(Br)ccc2n1	-4	-13	-21	1	-0.8	0	1.1	18
CCn1c(SCC(=O)Nc2ccc(N(C)C)cc2)nnc1-c1cccc(C)c1	-4	-5	6	-3	-0.7	-1	0.94	25
Nn1c(SCC(=O)Nc2nc3ccccc3s2)nncc1=O	2	-2	-3	-1	-0.3	-3	1.1	7
O=C(NCC1OCCCN1S(=O)(=O)c1ccc(F)cc1)C(=O)NC1CCCC1 (stereo not drawn)	0	0	5	2	-1.1	0	0.96	3
Cc1ccc(Nc2nc(NCCO)c3ccccc3n2)cc1C	-12	-8	33	2	17	0	1.1	-270
Cc1ccc(NC(=O)c2ccco2)c(NC(=O)CN2C(=O)c3ccccc3C2=O)c1	-31	-13	0	1	0.7	-1	0.99	23
CCN(C(=O)c1c(C)noc1C)c1c(N)n(Cc2ccccc2)c(=O)[nH]c1=O	-8	-1	5	2	-1.0	-2	0.96	6
Cc1nn(C)c(C)c1-c1c(C#N)c(N)nc2c1CCCCCC2	-7	-16	0	1	-1.7	1	0.98	i
COc1cc(CNc2nnnn2C)ccc1OCc1c(F)cccc1Cl	-2	4	-4	0	0.5	1	1.1	2
Cc1nc(SCC(=O)N2CCN(c3ccccn3)CC2)c(C#N)c(C)c1C	-13	-14	11	0	-0.9	-3	1.2	-6
O=C(CCN1C(=O)CSc2ccccc21)Nc1cccc(C(F)(F)F)c1	4	2	24	-3	0.9	-2	0.91	12
Cc1ccccc1C(=O)Nc1nc(=S)ss1	7	5	49	3	26	2	0.86	24
Cc1c(O)ccc(/C(Cc2ccc3ccccc3n2)=N\O)c1O	-12	-13	-12	-9	73*	-3	1	12
O=C(NC1CCN(Cc2ccccc2)CC1)c1ccccc1OCc1ccccc1Cl	-9	29	15	-2	1.7	1	1	3
CC(C)(C)c1ccc(C(=O)/C=C2\NC(=O)CS2)cc1	39	4	-2	0	0.1	3	0.95	8
O=C(NC1CCCCC1)N1CCN(C(c2ccccc2)c2ccccc2)CC1	-5	-12	0	0	-0.7	1	1.1	6
Cc1cc(-c2ccc(S(=O)(=O)N3CCCCC3)s2)on1	-3	-8	9	2	-2.4	-2	1.2	11
COC(=O)Nc1nc2c(C)cccc2s1	-3	6	-13	0	-1.0	2	0.97	10
CCOc1cc(C(=O)Nc2cc3c(cc2N2CCCC2)n(C)c(=O)n3C)cc(OCC)c1OCC	-3	0	33	-3	0.5	-8	1.2	-127
CCn1c2ccccc2c2cc(NC(=O)CNC)ccc21	0	21	6	-1	0.6	-7	0.99	-54
O=C(Nc1cnc2ccccc2c1)c1ccncc1	29	-6	5	-1	-2.0	3	0.9	18
COc1ccc(N2CCN(S(=O)(=O)c3ccc4c(c3)CC(C)N4C(=O)C3CC3)CC2)cc1 (stereo not drawn)	3	4	-8	9	1.6	0	1.1	12
CC(C)OCCCNC1=C(Cl)C(=O)c2ccccc2C1=O	62*	-2	-136	-1	4.0	2	0.91	68*
C=C(C)C1CCC2(C(=O)O)CCC3(C)C(CCC4C5(C)C(C=O)C(O)C(C)(C)C5CCC43C)C12 (stereo not drawn)	3	16	5	-3	-2.4	1	0.83	29
Cc1cc2nc3n(c2cc1C)CC1CC(C(=O)NCCc2cccs2)N(C)C31 (stereo not drawn)	3	-7	-21	13*	0.1	-1	1	26
COc1ccccc1CNS(=O)(=O)CCNC(=O)c1ccccc1	-1	0	4	-1	0.3	1	0.82	7
Cn1c(SCc2nnc(-c3ccccc3)o2)nc2ccccc21	4	2	54	-1	-0.3	-4	0.97	-176

An unsorted share of the library; any-hit rate near 6.7%.
